# From PubChem BioAssay
# XiGFP reactiv – reactivates the inactive X chromosome in mouse fibroblasts; XiGFP mouse fibroblasts, % GFP-positive cells imaging, 3 d; cells co-treated with 5-aza-dC sensitizer; scaled so ellipticine positive control = 100%; activation, % at 7.58 µM; 360,000 compounds, 0.055% hits; AID 743238;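 active = mean normalized replicate activation at least 10% and every replicate at or above 10%; inconclusive = only one of the two criteria met; inactive = mean below 10% and not all replicates reach 10%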;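 also: 0% = median of on-plate neutral control wells and 100% = ellipticine 6 µM median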
#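 Assay system – SV40-immortalized XiGFP fibroblast cells, line 68-5-11 · Buffer or medium – DMEM supplemented with 5-aza-dC as sensitizing agent · Dosing – one concentration, pinned · Benchmarks – positive control ellipticine, 6 µM final · Times – 3 days compound exposure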
# CFTR F508del cor – CFTR F508del correction in bronchial cells. CFBE cells, YFP halide quenching; stimulated with forskolin plus potentiator P3; % fluorescence drop versus neutral controls. activity (quench increase), % at 7.58 µM. 350,000 compounds, 0.36% hits. AID 720511;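 active = mean added fluorescence quench of at least 8% versus neutral control, with both replicates also reaching 8%; inconclusive = only one of the mean or replicate conditions met; inactive = mean below 8% and not both replicates reaching 8%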;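 also: cells transiently co-express mutant CFTR-F508del with the halide-sensitive YFP; corrector assay measuring rescue of mutant channel to the surface after 24 h compound exposure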
# ARNT-TACC3 inh – disruptors of human ARNT/TACC3 interaction; AlphaScreen His-ARNT PAS-B/GST-TACC3 binding, luminescence; TACC3 fragment carries E629A point mutation; 390,000 compounds, 0.66% hits; inhibition, % at 9.99 µM; Q9Y6A5; AID 623870;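 active = mean inhibition of replicates at least 50% and at least half of replicates each reaching 50%; inconclusive = half or more replicates reach 50% but mean below 50%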;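 also: 0% = complete ARNT plus TACC3 wells and 100% = ARNT alone without TACC3; many hits fall short of the cut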
# GSIS activator – GLuc luminescence reporter in INS-1E cells, primary screen for activators of glucose-dependent secretion of insulin; 370,000 compounds, 0.61% hits; activation, % at 16.6 µM; INS-1E GLuc reporter insulin secretion, 2-3 h;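 active = lowest replicate activation of at least 40%, so every replicate reaches that level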;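 also: 0% = median of neutral control wells and 100% = median of IBMX positive control wells; some compounds called inactive have numbers as strong as hits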
# DENV2 CPE – inhibitors of DENV2 cytopathic effect; DENV2-infected cells, cytopathic effect rescue, plate reader; AID 651640; CPE inhibition, % at 9.99 µM; 350,000 compounds, 1.7% hits; in the data active = CPE inhibition above about 20%, passing the limit was not always enough; inconclusive = no clear call, values can overlap the other calls; tested in BHK-21 cells;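 also: 0% = median of neutral control wells and 100% = median of positive control wells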
# PAX8 reporter – inhibitors of PAX8 transcriptional activity in RMG-I cells | AID 652154 | 360,000 compounds, 1.2% hits | inhibition, % at 12.6 µM | RMG-I TPO-luciferase reporter, SteadyGlo, 24 h;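 active = mean replicate inhibition at least 60% with every replicate also reaching 60%; inconclusive = only one of the two criteria is met; inactive = mean below 60% and not all replicates reaching 60%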;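 also: luciferase light reporting Pax8 driven TPO promoter activity; plate controls were median of neutral control wells for no effect and mitoxantrone controls for full effect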
# EWS-Fli block – EWS/Fli transcriptional activity inhibition | A673 NR0B1-luciferase reporter, viability-normalised | inhibition, % at 12.6 µM | 350,000 compounds, 0.67% hits | AID 651661;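 active = mean inhibition of at least 50% after viability correction, with every replicate also passing that limit; inconclusive = mean reaches 50% but only one of two replicates passes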;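 also: firefly luciferase signal divided by Alamar Blue viability fluorescence both relative to DMSO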
# ERp5 block – ERp5 (human) disulfide isomerase inhibition. AID 651711. 350,000 compounds, 0.05% hits. ERp5 insulin aggregation, absorbance 650 nm, 90 min. inhibition, % at 9.99 µM. Q15084;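 active = mean replicate inhibition above about 25%, with every replicate also reaching it, limit read from the data, passing the limit was not always enough; inconclusive = only one of those two criteria met; inactive = neither criterion met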
# Target sequence (Q15084 whole entry, looked up): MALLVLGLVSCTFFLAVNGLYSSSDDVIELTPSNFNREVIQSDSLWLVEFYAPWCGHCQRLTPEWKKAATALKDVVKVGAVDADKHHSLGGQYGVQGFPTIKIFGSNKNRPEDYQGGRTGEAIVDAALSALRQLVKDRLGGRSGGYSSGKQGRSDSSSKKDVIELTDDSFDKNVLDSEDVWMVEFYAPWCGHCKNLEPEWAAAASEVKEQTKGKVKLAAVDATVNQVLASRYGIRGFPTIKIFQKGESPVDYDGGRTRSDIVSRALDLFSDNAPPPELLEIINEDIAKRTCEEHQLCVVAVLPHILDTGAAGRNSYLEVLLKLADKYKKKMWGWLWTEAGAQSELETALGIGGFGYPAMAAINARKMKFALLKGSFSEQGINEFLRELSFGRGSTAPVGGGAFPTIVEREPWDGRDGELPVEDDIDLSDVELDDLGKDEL
# * = called active by the depositor; u = inconclusive; x = not tested or not shown; & = joins results of further samples.
SMILES,XiGFP reactiv,CFTR F508del cor,ARNT-TACC3 inh,GSIS activator,DENV2 CPE,PAX8 reporter,EWS-Fli block,ERp5 block
CSc1ccc(/C=N/NC(=O)CNc2cccc3ccccc23)cc1,0.1,x,x,-9,-4,29,10,-9
COc1ccc(CNS(=O)(=O)c2cc(-c3cc(C)no3)ccc2C)cc1OC,0.3,1.1,9,12,0,4,2,19
O=C(CSc1cccc[n+]1[O-])Nc1ccc(Br)cc1Br,0.0,-0.6,-1,5,2,x,-2,1
CN(C)C(=O)CCC(=O)N1CCCC(C(=O)c2ccc3c4c(cccc24)CC3)C1 (configuration not stated),-0.1,-1.9,0,-13,10,-20,-6,-19
COc1ccc(-c2c(-c3ccc(OC)cc3O)nc(C)nc2C(F)(F)F)cc1,0.0,2.6,9,17,-7,-5,8,-1
NNC(=S)NC1CC2CC1C1C=CCC21 (configuration not stated),0.5,-3.8,3,8,-5,-6,6,-1
C[C@@H]1CCCCO[C@@H](CN(C)C(=O)Nc2ccc(C(F)(F)F)cc2)[C@H](C)CN([C@H](C)CO)C(=O)c2cc(N(C)C)ccc2O1,0.1,-0.4,18,-2,18,u,3,3
N#C[C@H]1[C@@H](c2ccccc2C2=CCCC2)[C@@H](CO)N1C(=O)NC1CCCCC1,0.0,-6.4,x,-11,8,x,0,-2
O=C(C[C@H]1C[C@H]2c3cc(NS(=O)(=O)c4ccc(F)cc4)ccc3O[C@H]2[C@H](CO)O1)N1CCCCC1,0.3,-1.0,-15,-20,u,9,10,0
O=C(N/N=C/c1c[nH]c2ccccc12)c1sc2ccccc2c1Cl,0.0,x,42,-24,x,-21,x,x
COCC#Cc1ccc2c(c1)O[C@H](CN(C)C(=O)C1CC1)[C@H](C)CN([C@H](C)CO)S2(=O)=O,-0.6,-0.9,4,-5,-5,x,-3,6
Cn1c(SCC(=O)NN2C(=O)NC(C)(c3ccccc3)C2=O)nnc1-c1ccncc1 (configuration not stated),0.1,-2.1,-9,10,-4,-11,-6,-2
O=[N+]([O-])c1cccc(/C=N/NS(=O)(=O)c2ccccc2)c1,0.1,0.8,-5,-3,-3,-23,-9,-4
COC(=O)c1cc(NS(=O)(=O)c2ccc3c(c2)c(=O)n(C)c(=O)n3C)cc(C(=O)OC)c1,0.2,2.9,3,15,-8,-12,-1,1
C[C@H](NC(=O)C[C@@H]1C=C[C@H](NC(=O)C2CCC2)[C@H](CO)O1)c1ccccc1,-0.9,-2.1,6,7,-6,3,2,-1
N#C[C@H]1[C@@H](c2ccccc2)[C@H](CO)N1C(=O)CCN1CCCCC1,0.0,-3.5,-2,8,-2,-7,-5,1
Cc1nc2ccc(C(=O)Nc3ccc4c(c3)OCC(=O)N4)cn2c1N(C)C(=O)CCc1ccccc1,0.2,0.3,x,8,-4,2,10,2
CC1CCN(C(=O)COC(=O)c2ccc(F)c(S(=O)(=O)N3CCOCC3)c2)CC1,0.4,-1.9,-3,7,6,11,4,6
COC(=O)[C@]12C[C@H](CC(=O)N3CCCC3)C(=O)N(Cc3ccccc3)C1=C[C@H](C(C)(C)C)O[C@@H]2C,0.4,1.7,x,x,-4,-6,-4,3
Cc1ccc(N(C(=O)c2csnn2)C(C(=O)NC(C)(C)C)c2ccncc2)cc1 (configuration not stated),x,-1.2,19,-3,4,x,1,-6
CSCCC(NC(=O)c1ccco1)C(=O)NCC1CCCO1 (configuration not stated),0.1,-1.0,x,8,67*,-10,0,1
CC1(C(=O)NS(=O)(=O)c2ccccc2Cl)CCN1C(=O)Cc1cccc2ccccc12 (configuration not stated),0.0,-2.9,x,x,-8,0,6,-3
COCCNC(=O)NC(=O)COC(=O)c1cccn1C,0.0,0.7,-6,-12,1,-16,-17,-2
COc1ccc(-c2ccc3c(c2)O[C@@H](CN(C)Cc2ccccc2C(=O)O)[C@@H](C)CN([C@@H](C)CO)S3(=O)=O)cc1,-0.4,-0.6,0,18,9,x,-5,-1
O=S(=O)(N[C@H]1CC[C@H](CCn2cc(-c3cccc(F)c3)nn2)O[C@H]1CO)c1ccc(F)cc1,-0.4,3.8,2,-14,-6,x,3,-3
COC(=O)C(C)(C(=O)OC)c1ccc(C(F)(F)F)cc1[N+](=O)[O-],0.1,0.5,x,-5,0,-8,3,4
C[C@@H]1CN([C@@H](C)CO)C(=O)Cc2cc(NS(=O)(=O)c3ccccc3)ccc2O[C@H]1CN(C)Cc1ccc(C(=O)Nc2ccccc2N)cc1,-0.8,-0.4,10,15,u,27,40,-4
C[C@@H]1CN([C@H](C)CO)C(=O)c2cc(N(C)C)ccc2O[C@@H]1CN(C)C(=O)Nc1ccc2c(c1)OCO2,-0.8,0.8,4,18,x,-16,-2,15
Cc1ccc(C(OCCN(C)C)c2cccc(C(F)(F)F)c2)cc1 (configuration not stated),-0.2,x,-6,-17,-3,15,3,-4
CC(=O)Nc1ccc(C(=O)CCl)cc1,x,0.3,x,6,27*,x,6,0
Cc1cc2cc(CN(Cc3cccs3)Cc3nnnn3CC3CCCO3)c(=O)[nH]c2cc1C (configuration not stated),x,1.1,9,-14,-5,x,6,0
COc1cccc(CN2[C@@H]3CNC[C@H]2C3c2ccc(-c3cccc(C#N)c3)cc2)c1 (some centres not stated),0.2&0.0,0.1&3.8,x,18&9,u,-3&-2,7&1,-1&-2
CC(C)Oc1cc(F)ccc1-c1cc(C(=O)NCc2ccccc2)[nH]n1,0.1,1.3,x,-2,8,-3,-12,3
CC(C)Nc1nc(Nc2ccccc2Cl)c2sccc2n1,-0.1,2.2,x,x,18,-10,-2,2
O=C(NC1CCCCC1)[C@H]1[C@H](CO)[C@H]2Cn3c(cccc3=O)[C@@H]1N2CC1CCCCC1,0.5,-0.7,x,7,-8,x,1,4
Cc1sc(NC(=O)CSc2n[nH]c(N)n2)c(C#N)c1C,0.3,-3.9,6,19,1,-13,-6,2
COc1ccccc1-c1ccccc1[C@@H]1[C@@H](C#N)N(C(=O)C2CC2)[C@@H]1CO,0.1,1.3,x,-3,-4,1,-9,-1
CO[C@H]1CC[C@@H]2CCOc3ccc(C#N)cc3C(=O)N(C)C[C@@H](OC)[C@@H](C)C(=O)N(C)C[C@H]1O2,0.0,x,-3,6,-3,-7,1,6
CCCCOCCCNC(=O)C[C@H]1C[C@@]2(C(=O)OC)C(=C[C@H](C(C)(C)C)O[C@@H]2C)N(Cc2ccc3c(c2)OCO3)C1=O,0.0,-0.2,x,x,0,14,4,3
CCN1CCN(c2cc(C)c3cc(NC(=O)c4ccc(C)c(C)c4)ccc3n2)CC1,-0.1,0.5,-15,-7,5,-2,-23,3
O=P1(O)Cc2ccccc2-c2ccccc21,-0.1,0.3,0,4,-9,-7,-3,5
CNC(=O)c1nn(C)c(=O)[nH]c1=O,0.1,-3.8,3,1,2,11,2,6
CC(C)(C)OC(=O)N1CCCC(C(=O)Nc2cccc(C(=O)N3CCCC3)c2)C1 (configuration not stated),-0.3,-1.0,1,-19,-3,8,-8,2
O=C(C[C@H]1C=C[C@@H](NC(=O)CCN2CCCCC2)[C@@H](CO)O1)Nc1ccc(-c2ccccc2)cc1,0.1,0.6,-24,-16,-3,0,-1,1
CC1(C)COCN1C(=O)c1ccc(Cl)c(Cl)c1,0.4,x,-9,17,-5,18,-12,1
COc1cccc(C(=O)Nc2ccc3c(c2)C(=O)N(C)[C@@H]2CC[C@H](CC(=O)NCCCN4CCOCC4)O[C@@H]2CO3)c1,0.2,x,-4,3,3,-8,-6,5
CN(C(=O)CC1C(=O)NCCN1Cc1c(F)cccc1Cl)C1CCOCC1 (configuration not stated),0.0,1.2,-2,22,9,4,x,-2
N#CCSc1nc(-c2ccccc2)nc2ccccc12,0.2,-2.3,-3,7,0,22,2,-1
CC(=O)C1=C(C)N(Cc2ccccc2)C(=O)N[C@H]1c1cccc(F)c1,0.0,0.2,x,-6,6,5,-7,-1
CN(c1ccc(C(=O)N2CCCCCC2)cc1)S(=O)(=O)c1ccc(Cl)cc1,0.1,1.6,0,-24,-3,18,x,-4

# Additional compounds.
SMILES,XiGFP reactiv,CFTR F508del cor,ARNT-TACC3 inh,GSIS activator,DENV2 CPE,PAX8 reporter,EWS-Fli block,ERp5 block
O=C(CSc1nnc2c(n1)[nH]c1ccc(F)cc12)NCc1ccc(F)cc1,0.0,-3.2,6,0,-1,-7,3,2
O=C(c1ccccn1)N1CC(=O)N2[C@@H](CO)[C@H](c3ccc(C#CC4CCCC4)cc3)[C@@H]2C1,0.1,-1.8,x,-6,6,14,-1,3
CC(C)C1Nc2ccc(C(=O)O)cc2C2C=CCC21 (configuration not stated),0.0,-1.1,-5,16,-6,-19,6,4
CC/C(C)=N/Nc1cccc([N+](=O)[O-])c1,0.0,2.4,1,12,-5,-9,5,2
COC(=O)c1ccc(N2CCN(c3ccccc3)CC2)nc1,0.1,0.8,12,24,-12,-2,-59,2
CN(C)CC(=O)N1[C@H](CO)[C@@H](c2ccccc2)C12CN(CCC(F)(F)F)C2,0.0,-1.2,x,11,0,-10,-5,7
O=C(NCC1CCCN(C(=O)c2cscn2)C1)c1ccc(-c2ccccc2)cc1 (configuration not stated),0.2,-0.9,x,2,-5,-21,-5,-2
O=C(Nc1ccc(F)cc1)N1CC(=O)N2[C@@H](CO)[C@@H](c3ccc(C#Cc4cccnc4)cc3)[C@@H]2C1,0.1,-3.3,x,-14,4,x,1,-2
Cc1ccnc(NC(=O)c2cccc(S(=O)(=O)N3CCCc4ccccc43)c2)c1,0.0,2.1,5,-14,17,-64,-3,2
C[C@@H]1CN([C@H](C)CO)C(=O)c2cc(NS(=O)(=O)c3cccs3)ccc2O[C@@H](C)CCCCO[C@H]1CN(C)Cc1ccc(Cl)c(Cl)c1,0.1,-0.4,-2,-21,-35,75*,34,0

# Part of the list above, set out differently.
molecule	XiGFP reactiv	CFTR F508del cor	ARNT-TACC3 inh	GSIS activator	DENV2 CPE	PAX8 reporter	EWS-Fli block	ERp5 block
COC(=O)c1ccc(N2CCN(c3ccccc3)CC2)nc1	0.1	0.8	12	24	-12	-2	-59	2
CN(C)CC(=O)N1[C@H](CO)[C@@H](c2ccccc2)C12CN(CCC(F)(F)F)C2	0.0	-1.2	x	11	0	-10	-5	7
O=C(NCC1CCCN(C(=O)c2cscn2)C1)c1ccc(-c2ccccc2)cc1 (configuration not stated)	0.2	-0.9	x	2	-5	-21	-5	-2
O=C(Nc1ccc(F)cc1)N1CC(=O)N2[C@@H](CO)[C@@H](c3ccc(C#Cc4cccnc4)cc3)[C@@H]2C1	0.1	-3.3	x	-14	4	x	1	-2

# More records
SMILES,XiGFP reactiv,CFTR F508del cor,ARNT-TACC3 inh,GSIS activator,DENV2 CPE,PAX8 reporter,EWS-Fli block,ERp5 block
COc1ccccc1Cn1c(=O)oc2ccc(C)cc21,0.0,-1.3,-5,15,-2,-4,9,-2
CCC(=O)N1CCCC(C)(C(=O)Nc2ccc3scnc3c2)C1 (configuration not stated),0.2,4.3,x,-2,-6,11,8,-8
COc1cc(-c2noc(C)c2C#Cc2ccccn2)cc(OC)c1OC,0.2,10*,x,-4,-7,29,54*,0
C[C@@H]1CN([C@@H](C)CO)C(=O)c2cc(NC(=O)c3ccncc3)ccc2O[C@@H]1CN(C)C,-1.3,-0.1,-7,7,3,-5,4,-2
OC[C@@H]1CN(Cc2cccs2)C[C@H](n2cnc3c(NCc4ccc(F)cc4)ncnc32)O1,0.2,-3.9,x,-10,5,-1,0,1
